# From PubChem
# TCR-CD3 inh: inhibitors of human TCR-CD3 interaction, primary screen, biochemical, fluorescence, TAMRA-labeled TCR probe; T-cell receptor (TCR); inhibition, % at 9.4 µM; 360,000 tested, 0.37% active; in the data active means inhibition above about 19%;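 further: recombinant mutant TCR 2C K166C tagged with TAMRA read by polarization; 0% = receptor in buffer alone and 100% = receptor with positive control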
# PRMT1 inh: PRMT1 methyltransferase inhibitors, primary screen, biochemical, fluorescence polarization; Protein arginine N-methyltransferase 1 (Homo sapiens), Q99873; recombinant PRMT1, activity-based probe fluorescence polarization; inhibition, % at 2.79 µM; 370,000 tested, 1.3% active; AID 652257, 2013;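 active means inhibition above about 21% made by adding two undisclosed values, limit read from the data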
# LEDGF integ inh: blockers of LEDGF/p75-dependent integrase strand transfer – biochemical, TR-FRET, high throughput, primary screen. HIV-1 integrase (with human LEDGF/p75). TR-FRET IN-LEDGF/p75 DNA integration, Eu/Cy5. inhibition, % at 3.7 µM. 370,000 tested, 0.64% active;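 active means inhibition above the screen-wide mean plus 3 SD, cut at about 13% in these data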;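 further: signal is the Cy5 over europium emission ratio at 671 and 618 nm; 0% = plate median of compound wells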
# mABHD4 FP: ABHD4 inhibitors, primary screen, biochemical, fluorescence polarization, mouse. AID 720543, 2013. (Lyso)-N-acylphosphatidylethanolamine lipase (Mus musculus), Q8VD66. 370,000 tested, 0.54% active. purified mABHD4, FP-Rh probe fluorescence polarization. inhibition, % at 8.92 µM;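 active means inhibition exceeding the mean over every tested compound plus 3 SD, cut at about 30% in these data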;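 further: 0% = plate median of compound wells and 100% = S159A mutant with DMSO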
# Target sequence (Q8VD66 whole entry, looked up): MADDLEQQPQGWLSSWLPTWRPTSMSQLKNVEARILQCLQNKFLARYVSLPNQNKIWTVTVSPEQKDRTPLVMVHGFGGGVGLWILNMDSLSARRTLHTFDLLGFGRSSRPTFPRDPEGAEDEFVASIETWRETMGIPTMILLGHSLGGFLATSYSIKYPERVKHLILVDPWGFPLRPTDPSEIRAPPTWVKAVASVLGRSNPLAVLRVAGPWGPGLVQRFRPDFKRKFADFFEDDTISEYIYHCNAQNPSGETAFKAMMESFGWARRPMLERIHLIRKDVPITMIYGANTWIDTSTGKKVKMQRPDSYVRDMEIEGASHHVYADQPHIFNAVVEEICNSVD
#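 Assay system: mABHD4 protein; medium: HEPES pH 7.0, NaCl, Pluronic buffer; dosing: 8.92 µM, single dose; schedule: 45 min + 60 min at 25 °C; signal: FP readout, ex 525 nm / em 598 nm; read-out: normalized percent inhibition of probe labeling; repeats: single replicate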
# PG9 binder: binders of HIV-1 gp120 antibody PG9, primary screen, biochemical, TR-FRET. 360,000 tested, 0.43% active. TR-FRET gp120-PG9 antibody binding. HIV-1 gp120 / PG9 antibody interaction. inhibition, % at 6.7 µM; in the data active means inhibition above about 8.5%
# NR1D1 modulator: modulators of Rev-erb alpha DNA binding, primary screen, biochemical, FITC-DNA, fluorescence polarization, uHTS; Rev-erbα–FITC-DNA binding, 90 min; 370,000 tested, 0.79% active; activity, % at 10 µM;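 active means activity above about 14%, limit read from the data; passing the limit was not always enough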;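 further: 0% = DMSO wells with 35 nM protein and 100% = DMSO wells with 750 nM protein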
# SIAE primary: human SIAE inhibitors, primary screen, biochemical, fluorescence polarization, FP-Rh probe, 1536-well HTS | AID 1053197, 2014 | SIAE FP-Rh probe binding | 370,000 tested, 0.69% active | inhibition, % at 9.66 µM | Sialate O-acetylesterase (Homo sapiens), Q9HAT2;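 active means inhibition above a cutoff: mean of compounds within the control limits plus 3 SD of those, cut at about 17% in these data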;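 further: 0% = plate median of compound wells and 100% = probe without SIAE protein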
# HTRA1 inhibitor: HTRA1 serine protease inhibitors, primary screen, biochemical, fluorescence polarization, HTS. Q92743. recombinant HTRA1, FP-rhodamine activity-based probe. inhibition, % at 5.96 µM. 340,000 tested, 0.5% active. AID 504803, 2011; in the data active means inhibition above about 36%;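 further: 0% = enzyme with DMSO and 100% = wells lacking enzyme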
# TDP2 absorb: human TDP2 enzyme inhibitors, primary screen, biochemical, epi absorbance, recombinant enzyme. Tyrosyl-DNA phosphodiesterase 2 (Homo sapiens), O95551. inhibition, % at 12.8 µM. T5PNP hydrolysis, p-nitrophenol absorbance 415 nm. 370,000 tested, 0.34% active;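 active means inhibition above the mean of all tested compounds plus 3 SD, set per campaign, cut at about 25% in these data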;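 further: 0% = DMSO with enzyme and 100% = buffer with substrate but no TDP2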
# Target sequence (O95551 whole entry, looked up): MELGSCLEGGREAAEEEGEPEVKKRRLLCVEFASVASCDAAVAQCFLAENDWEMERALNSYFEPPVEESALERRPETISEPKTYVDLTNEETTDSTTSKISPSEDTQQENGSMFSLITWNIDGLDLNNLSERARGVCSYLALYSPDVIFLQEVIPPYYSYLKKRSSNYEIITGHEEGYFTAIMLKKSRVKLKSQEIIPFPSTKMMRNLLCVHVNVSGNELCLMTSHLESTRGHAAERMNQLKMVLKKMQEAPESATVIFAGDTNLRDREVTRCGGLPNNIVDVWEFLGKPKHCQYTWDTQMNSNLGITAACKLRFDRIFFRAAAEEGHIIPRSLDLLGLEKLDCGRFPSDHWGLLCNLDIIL
#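 Read-out basis: percent inhibition. System: recombinant human TDP2. Buffer or medium: Mg2+-containing Tris-HCl buffer, pH 7.5. Repeats: single replicate. Timing: reaction 2 h, 37 °C. Benchmarks: high control without enzyme, low control DMSO plus TDP2. Probe or stimulus: 5 mM T5PNP. Doses: 12.8 µM only. Measured by: epi absorbance of p-nitrophenol freed from T5PNP by hydrolysis.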
# rCAG binder: binders of r(CAG) RNA repeats, primary screen, biochemical, fluorescence | r(CAG) RNA repeat, TO-PRO-1 dye displacement fluorescence | inhibition, % at 3 µM | 370,000 tested, 1.3% active | AID 651821, 2012;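 active means inhibition above the plate cutoff, the mean of all test compounds on that plate plus 3 SD, cut at about 35% in these data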;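 further: 0% = DMSO alone and 100% = 100 µM mitoxantrone as full dye displacement; higher means more dye released from RNA so lower well fluorescence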
# Numbers without * were called inactive; x = not tested or not shown. Not all compounds are listed, so the mix of outcomes need not match the whole.
SMILES,TCR-CD3 inh,PRMT1 inh,LEDGF integ inh,mABHD4 FP,PG9 binder,NR1D1 modulator,SIAE primary,HTRA1 inhibitor,TDP2 absorb,rCAG binder
Cc1cccc(-n2nnnc2SCC(=O)NCC2(N3CCOCC3)CCCCC2)c1C,4,-7,2,-14,-1.9,-4,-13,-7,-16,-2
Cc1ccc(NS(=O)(=O)c2cc(C(=O)OCC(=O)NCC3CCCO3)ccc2C)cc1 (configuration not stated),-3,-6,3,-2,0.8,3,-11,4,-25,2
COC(=O)c1ccc(CS(=O)(=O)c2ccc(C)cc2)o1,-7,11,1,-2,0.9,6,-6,5,-9,7
COc1ccc(/C(N)=C/C(=O)C(C)(C)C)cc1,1,-4,2,0,-0.2,-1,11,1,-3,-5
CCCCNc1nc(NC)nc(Cl)c1SC,-9,4,-2,-1,0.8,0,-8,-3,1,-6
COc1ccc(NC(=O)c2cnn(-c3ccccc3)c2C)cc1,-4,0,-4,-4,-0.9,-1,-5,5,-10,0
O=C(Nc1ccccc1N1CCCCC1)c1cccc([N+](=O)[O-])c1,1,-4,-3,3,-1.7,-3,0,-1,6,-2
CCCC[C@H](CN(N=O)[C@@H](Cc1ccccc1)CN(C)N=O)N(CCc1ccccc1)N=O,-7,-2,1,-8,0.3,-1,8,-20,0,0
C/C(=N\NC(=O)c1cccnc1)c1ccc(C)c([N+](=O)[O-])c1,-1,-2,-2,7,1.4,-4,-8,2,-4,1
O=C(CNC(=O)C(c1ccccc1)c1ccccc1)OCC(=O)c1cccs1,-3,-1,2,-6,-2.9,9,7,-11,0,-1
CCOc1ccccc1NC(=O)CCN1CCN(S(=O)(=O)c2ccc(OC)cc2)CC1,1,-2,-5,-2,-0.5,-6,6,-2,-1,0
CCCC1SCC(C)(C)NC1=O (configuration not stated),12,-2,0,3,1.2,3,-2,4,6,1
CC(C)(CO)CNC1CCCN(C2Cc3ccccc3C2)C1 (configuration not stated),2,-3,4,0,-1.6,-2,5,10,-12,-1
NC(=O)SC/C(=N\S(=O)(=O)c1ccccc1)Nc1ccccc1,6,-1,1,2,0.2,-1,-4,-1,10,1
C=CCn1c(SC(F)F)nc2scc(-c3ccco3)c2c1=O,-2,64*,10,-20,3.1,7,6,-14,-12,10
CCOC(=O)CCc1c(C)c(C#N)c2nc3ccccc3n2c1-n1ccnc1,-2,-1,5,6,0.4,-3,-1,8,7,1
O=C(COc1cccnc1[N+](=O)[O-])NCc1ccccc1,-6,3,-8,1,-1.1,-2,-4,4,-1,5
Cc1cc(Nc2cccc([N+](=O)[O-])c2)c2ccccc2n1,7,1,-1,6,-3.9,0,0,-4,12,4
COc1ccc(OCc2cc(/C=N\NC(=O)c3ccccc3)ccc2OC)cc1,13,2,1,-39,-2.0,1,-39,-44,14,11
CCCCNC(=O)C(CC)Sc1nc2sc(C(=O)OC)c(C)c2c(=O)n1N (configuration not stated),4,2,2,-5,1.3,8,-8,7,13,3
O=C(O)C1=C[C@H](c2ccc(C(F)(F)F)cc2)C[C@H](OCc2ccc(CO)cc2)O1,0,5,0,8,1.2,-1,-2,-10,4,10
CCOc1ccc(N2C(=O)CC(N(CCc3ccc(OC)cc3)C(=O)c3cccc(F)c3)C2=O)cc1 (configuration not stated),7,-1,-2,-11,-1.9,1,-5,0,-7,-5
Cc1ccc(N2CC(C(=O)Nc3cccc(F)c3)CC2=O)cc1 (configuration not stated),4,-1,-1,3,-2.5,-2,-2,-7,5,-2
Cc1cc(C)c(C)c(S(=O)(=O)N2CCN(c3ccc(O)cc3)CC2)c1C,3,9,1,10,0.4,2,4,-1,2,6
C=CCn1c(SCC(=O)NC2CCCCC2)nc2ccccc2c1=O,-3,-2,7,-10,1.5,5,-6,6,-17,1
Cc1ccc(S(=O)(=O)Nc2ccc(F)c(F)c2O)cc1,-2,1,1,12,1.3,-1,-2,x,8,4
CNc1oc(C)nc1S(=O)(=O)c1ccc(C)cc1,7,4,-3,1,-1.6,-1,-5,1,1,0
CC(C)NC(=O)c1cc(-c2ccco2)nn1-c1ccc(Cl)cc1,-13,31*,4,-6,3.2,-4,-5,-1,-1,14
CC1=C(C(=O)Nc2ccc(Cl)cc2)C(c2ccncc2)C(C#N)=C(SCC(N)=O)N1 (configuration not stated),3,4,5,-7,-2.1,-6,-10,0,-17,5
CCOc1ccc(CNC(=O)C2CCN(S(=O)(=O)CC)CC2)cc1OC,-3,0,-2,0,0.5,0,7,5,2,0
CCC(=O)NCCc1c[nH]c2ccccc12,4,-2,-3,-4,1.3,3,3,6,-1,4
COc1ccc(CCn2nnnc2CN2CCN(C(=O)c3ccco3)CC2)cc1OC,-7,3,-8,-1,-0.4,7,-2,2,-6,5
O=C(Nc1ccc(F)cc1)c1nn(-c2ccccc2)c(=O)cc1Cl,2,0,0,1,-0.2,4,-6,-59,-4,1
COc1ccccc1N1C(=O)C2C3C=CC(C3)C2C1=O (configuration not stated),2,0,1,5,-1.4,4,-4,-1,5,1
CCOc1ccc(N2C(=O)CC(Sc3n[nH]c(-c4ccccc4)n3)C2=O)cc1 (configuration not stated),1,32*,3,-1,-4.6,0,5,-6,0,10
COC(=O)c1c(C)nn(-c2ccc(OC(F)(F)F)cc2)c1-c1snnc1C,2,-1,5,-2,-2.4,-4,13,x,7,-9
COc1ccc(OC2C(=O)N(c3cc(C)ccc3C)C2c2ccc(OC)c(OC)c2)cc1 (configuration not stated),3,-2,-2,0,-1.0,3,-1,-5,-8,-2
CCOC(=O)[C@@]12CCCC3=C1N(CCC3)C(=O)[C@H]2CC(=O)NCCCOC,x,1,0,1,x,-2,8,x,1,-1
COc1cc(OC)cc(-c2c(C#Cc3ccsc3)c3cc(-c4ccc(C(N)=O)cc4)ccc3n2C)c1,-2,2,1,7,-0.6,1,0,-24,3,18
Cc1c(C=O)c(Cl)n(C)c(=O)c1C#N,4,7,4,1,-2.1,-1,3,10,39*,5
Cc1ccc(/C=c2\sc3nc(-c4cccnc4)nn3c2=O)cc1,8,1,4,1,-1.2,-5,-5,-9,14,26
Cc1cc(C)cc(N2C(=O)CSC2c2cccs2)c1 (configuration not stated),1,2,-2,5,-0.9,6,-3,0,-2,-2
CCOc1cc(/C=C(\C#N)C(=O)NCC2CCCO2)ccc1O (configuration not stated),-3,0,-8,3,-5.2,3,-3,1,1,-4
CN(c1ccc(C(=O)N2CCN(Cc3ccc4c(c3)OCO4)CC2)cc1)S(=O)(=O)c1ccccc1,2,-2,0,-1,-1.9,2,-1,-3,-14,-6
CCCc1[nH]nc2c1C(c1ccsc1)C(C#N)=C(N)O2 (configuration not stated),-10,4,2,1,-0.1,-1,-3,-3,-9,2
COc1ccc(C2Nc3ccccc3C(=O)N2Cc2ccccc2)cc1 (configuration not stated),12,0,3,3,-2.7,0,-6,-13,-8,-5
CCC[C@H](/C=C/C(=O)OC(C)(C)C)Sc1ccc(N)cc1,x,4,-1,-4,x,3,3,x,-2,1
CC1CC(C)CN(c2cc(=O)n(Cc3ccc(F)cc3)c(=O)[nH]2)C1 (configuration not stated),2,-4,6,-11,-0.9,-7,-3,-3,-9,4
O=C(Cc1ccccc1)Nn1cnc2ccccc21,1,-3,2,6,0.5,7,-9,6,-5,-1
O=C(CCS(=O)(=O)c1cc2c(cc1Cl)NC(=O)CO2)NCCc1ccccc1,-2,-5,3,8,-2.4,1,2,-2,19,1
O=C(Nc1ccc(Br)cc1)OCCN1C(=O)CCC12CCC(c1ccccc1)CC2 (configuration not stated),x,-2,0,1,x,-6,2,x,0,6
CCS(=O)(=O)NCc1csc(-c2ccccc2)n1,1,3,-1,7,-0.9,-1,1,6,8,2
Cc1nc2sc(-c3ccccc3)cc2c(=O)n1/N=C/N(C)C,-4,0,0,-2,-1.2,-3,-14,0,-1,1
COc1ccc(C2c3cc(OC)c(OC)cc3CCN2S(C)(=O)=O)cc1OC (configuration not stated),-3,-3,-1,-3,1.3,-3,6,x,4,-4
CCc1ccc(C(=O)NNC(=O)C2CCN(c3ncnc4sc(C)c(C)c34)CC2)cc1,-5,1,3,13,0.4,-5,-3,-17,-2,4
CC1(C)CC(=O)C2=C(C1)N(c1cccc(Cl)c1)C(=O)NC2(C(F)(F)F)C(F)(F)F,-6,1,3,3,1.4,-5,-3,-10,1,-9
Cc1nc(N)sc1N=Nc1c(C)n(C)n(-c2ccccc2)c1=O,4,21,0,-10,-8.8,10,4,2,-14,1
O=C(CCNS(=O)(=O)c1ccc(Cl)cc1)N1CCN(c2ccccn2)CC1,7,-1,-2,5,1.4,1,0,4,3,-3
O=C(NN=C1c2ccccc2-c2ccccc21)c1ccccc1Br,3,-4,-2,-1,-0.9,1,3,-17,-8,2
Cc1noc(C)c1S(=O)(=O)N(CC(=O)N1CCCCCC1)c1ccc(C(C)C)cc1,2,-5,1,2,0.0,4,-1,-4,-5,1
CC(C)(C)c1ccc(-c2nnc3n2N=C(c2ccc(-c4ccccc4)cc2)CS3)cc1,x,10,0,-4,x,6,1,x,-4,6
O=C(NCc1nc(-c2ccc(C(F)(F)F)cc2)no1)c1cccs1,0,-5,3,-11,-1.7,0,4,6,7,-1
Cc1ccc(NC(=S)c2nc3ccccc3[nH]2)c(C)c1,-12,2,9,3,-0.8,-1,13,13,-3,3
